Insulin prom up: MIN6 insulin promoter up-regulation; MIN6 insulin promoter-GFP reporter, high-content imaging; active compounds read high; z-score at 5 µM; hit rate 0.3% among 190,000;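 active = z-score above 3 at 5 µM with at least 500 cells counted in the well; inconclusive = wells under 500 cells, flagged as cytotoxic or low count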
human PMI inhibition: inhibitors of human PMI, primary screen, biochemical, fluorescence intensity, coupled assay (AID 1209); purified PMI enzyme, coupled fluorescence intensity; higher % means a stronger effect; hit rate 0.42% among 190,000; one-dose inhibition, % at 20 µM; IC50 in µM for titrated hits;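 also: plate controls were DMSO vehicle for no effect and wells lacking substrate for full effect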
Autophagy HCS: autophagy modulation, high-content screen; MEF GFP-LC3 puncta imaging; test concentration mostly 10 µM; calls only at 10 µM (by protocol); hit rate 0.98% among 190,000;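 active = percentage of spot-positive cells more than 3 SD above its plate mean, without a fluorescence outlier flag or 80% toxicity; inconclusive = no clear call, values can overlap the other calls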;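 also: spot-positive cell cutoff set from DMSO-treated cells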
PMI inhibition: human PMI inhibitors, high substrate, primary screen, biochemical, fluorescence intensity, high mannose 6-phosphate (AID 1220); recombinant PMI enzyme, coupled fluorescence intensity; higher % means a stronger effect; inhibition, % at 20 µM; hits with a dose series show IC50 in µM; hit rate 0.66% among 190,000
Lipid droplet: modulators of hepatic lipid droplet formation; AML12 mouse hepatocytes, oleate lipid droplets, BODIPY imaging; AID 1656; inhibition, % at 6.5 µM; hit rate 0.4% among 240,000;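 active = lipid droplet intensity inhibited by at least 50%, with more than 500 cells counted; inconclusive = wells with under 300 cells, treated as cytotoxic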
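material = mouse AML12 hepatocyte cell line, fixed after treatment | also added = 100 µM oleic acid challenge | doses = compound at 6.5 µM only | schedule = overnight exposure | technique = Image-based BODIPY and DAPI two-channel analysis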
TNAP activation fold: human TNAP enzyme activators, primary screen, biochemical, luminescent, no phosphate acceptor, uHTS (AID 1001); purified TNAP, luminescent activation assay, no phosphate acceptor; higher activation fold means a stronger effect; activation fold at 20 µM, or EC50 in µM where a hit was titrated; hit rate 0.03% among 200,000; in the data active = activation fold from about 3, or a potency from the dose series; inactive = the rest, 99 in 100 with activation fold below about 1.6; also: many of its hits are not listed in these tables
MT stabilizer: microtubule stabilizers in HeLa cells. hit rate 0.83% among 200,000. AID 2205. % tubulin-high responders, % at 10 µM. HeLa tubulin immunostaining HCS, 24 h; share of cells brighter than vehicle mean+2SD;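 active = plate Z-score above 3 for both tubulin-high and condensed-nucleus cell shares, with cell loss under 80%, at 10 µM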;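 also: anti alpha tubulin signal scored within the nucleus-defined area of each cell; some results filed as inactive read as strong as hits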
T cell modulator: modulates CD8 T cell binding to vesicles | 2C CD8+ T cell-vesicle binding, flow cytometry; active compounds read low | calls only at 7 µM | hit rate 0.068% among 330,000 | AID 2052;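 active = response, share of CD8 T cells binding vesicles, and their 90th percentile fluorescence all below set limits, cut at about 80% in these data, passing the limit was not always enough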
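Test system: purified 2C TCR transgenic mouse naive CD8+ T cells. Probe or stimulus: QL9-peptide-loaded Drosophila micro-vesicles bearing Ld, ICAM-1 and B7-1. Incubation: binding step 1.5 h, 37 °C, antibody labelling 20 min, ice. Measured by: flow cytometry of vesicle-bound cells.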
b-catenin transl: modulators of beta-catenin nuclear translocation; HeLa beta-catenin nuclear translocation, immunofluorescence imaging; nuclear translocation activity, % at 5 µM; hit rate 0.3% among 190,000; AID 1665;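 active = nuclear translocation activity above 50% at 5 µM, with a well cell count of 50 or more; inconclusive = wells under 50 cells across six images, flagged as toxic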;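 also: per-cell ratio of nuclear to cytoplasmic median beta-catenin stain intensity; plate controls were DMSO negative control for no effect and GSK-3 inhibitor IX positive control for full effect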
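Read-out: Nuclear/cytoplasmic beta-catenin signal ratio, % activation | Assay system: Human HeLa cell line | Times: 24 h compound exposure at 37°C, 5% CO2 | Signal: Fluorescence imaging of beta-catenin antibody stain plus DAPI | Dosing: 5 µM primary, 0.02–20 µM confirmation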
Insulin prom up cell count: also measured in Insulin prom up; calls as there; cell count; measured here: cytotoxicity, nuclei count;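 total cells summed across four imaged fields per well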
Lipid droplet cells 6.5 µM: also measured in Lipid droplet; calls as there; cell count; measured here: cell count, cytotoxicity flag;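 cells counted across two imaged fields per well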
b-catenin transl cell count 5 µM: second read-out of b-catenin transl, no call of its own (marks repeat the call); cell count; measured here: cell count, cytotoxicity flag
T cell modulator vesicle-bound %: also measured in T cell modulator; calls as there; double positive events, %; measured here: CD8+ vesicle-bound cell fraction;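 binding gate set so that unloaded-vesicle control wells show 10% double positive cells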
MT stabilizer Hoechst-high %: also measured in MT stabilizer; calls as there; % Hoechst-high responders; measured here: nuclear condensation Hoechst responders;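 share of cells brighter than vehicle mean plus two SD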
MT stabilizer cytotoxicity %: recorded beside MT stabilizer, whose call it bears; toxicity, %; measured here: cytotoxicity by cell density;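 0% = mean cell density of plate MIN control wells and 100% = no cells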
Autophagy HCS cell loss 18 h: also measured in Autophagy HCS; calls as there; toxicity, %; measured here: cell loss, nuclei count;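 cell loss after 18 h compound exposure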
Starred values were filed as active, the others as inactive; i = inactive; ? = inconclusive; . = no result given; + = active, no number. Rule as the data show it, unless noted: active = inhibition above about 50%; inactive = the rest.

Compound	T cell modulator	Autophagy HCS	MT stabilizer cytotoxicity %	Lipid droplet	MT stabilizer	PMI inhibition	TNAP activation fold	Autophagy HCS cell loss 18 h	T cell modulator vesicle-bound %	Lipid droplet cells 6.5 µM	Insulin prom up	Insulin prom up cell count	MT stabilizer Hoechst-high %	b-catenin transl	human PMI inhibition	b-catenin transl cell count 5 µM
O=C(COC(=O)Cc1ccsc1)NC1CCCCCC1	i	i	6.7	.	2.5	6.3%	1.1	-46.2	39.8	.	0.32	1124	2.7	-5.7	4.9%	940
Clc1cccc(Cl)c1CO/N=C/c1cccs1	i	.	.	7.4	.	.	.	.	25.2	728	0.31	1327	.	7.3	.	953
CCOC(=O)c1cnn(Cc2ccccc2Cl)c1N	i	i	8.8	13.9	1.1	3.8%	1.2	1.9	26.4	769	0.79	915	0.9	.	-1.2%	.
CCOc1ccccc1C(=O)Nc1cc(C(=O)NCCc2ccccc2)ccc1Cl	i	i	12.2	.	1.6	-12.7%	1.1	17.0	38.4	.	1.32	1453	1.7	-0.8	-0.6%	1303
O=C(Nc1nc2ccccc2n1CCN1CCOCC1)c1cn(-c2ccccc2)nc1-c1ccccc1	i	+	29.8	.	15.5	-11.4%	1.1	-21.6*	15.3	.	-0.23	700	1.2	-1.9	-17.0%	851
Nc1nc(C2C(=O)CCCC2=O)cs1	i	i	8.7	6.5	3.0	-8.9%	1.1	6.2	22.2	702	-0.41	1261	1.4	.	3.2%	.
O=C(c1ccco1)N1CCN(C(=S)NC2CC3CCC2C3)CC1 (stereo not given)	i	i	9.0	9.8	6.7	7.4%	1.1	-4.4	30.4	667	0.32	1259	1.1	-2.4	3.0%	1188
Cc1ccc(S(=O)(=O)N(Cc2n[nH]c(=S)n2-c2ccccc2)c2cccc(Cl)c2)cc1	i	i	.	-0.2	.	-0.9%	1.1	-9.2	55.3	696	-0.46	1466	.	-0.6	-0.1%	986
O=C(COC(=O)C(Cc1ccccc1)NC(=O)c1ccco1)NC1CC1 (stereo not given)	i	i	6.6	11.6	2.2	-4.9%	1.1	-10.4	48.6	754	.	.	1.9	-5.3	-2.9%	1255
COc1ccc(NC(=O)CC2C(=O)N(c3cccc(OC)c3)C(=O)N2Cc2ccco2)cc1 (stereo not given)	i	i	9.7	13.6	9.5	-9.7%	1.1	-4.2	33.8	729	0.43	988	1.7	-1.2	-16.3%	1063
COc1ccc(C(=O)NC(CC(=O)O)c2cc([N+](=O)[O-])ccc2Cl)cc1 (stereo not given)	i	i	7.1	9.4	1.5	-8.2%	1.1	16.7	60.6	745	.	.	2.2	-0.7	-25.1%	1103
COc1cc(OC)c(/C=N/NC(=O)c2ccc([N+](=O)[O-])cc2)cc1Br	i	i	5.2	.	2.6	3.8%	1	8.9	32.8	.	0.56	1287	2.0	-1.7	1.1%	919
CNC(=O)Cn1nc(-c2ccc(C)c(S(=O)(=O)N(C)C)c2)c2ccccc2c1=O	i	i	4.2	14.2	3.0	2.6%	1.1	0.6	54.1	646	0.39	1180	2.2	0.9	3.5%	1004
COc1ccc2cc(C(N)=O)/c(=N/NC(=O)c3ccco3)oc2c1	i	i	10.4	-2.9	2.4	-3.3%	0.8	-5.4	39.3	563	-0.32	1499	3.4	-2.0	5.4%	1157
Cc1ccc(CNC(=O)C(C(=O)NCc2ccc(C)o2)c2ncc(C(F)(F)F)cc2Cl)o1	i	i	9.4	0.3	1.9	-6.4%	1.1	-3.7	20.9	717	0.4	1019	2.1	-1.7	-12.7%	1139
CC1NC(=O)NC1CCCCC(=O)O (stereo not given)	i	i	8.8	.	3.6	4.2%	1.1	7.6	12.6	.	-0.06	1292	2.3	-4.9	-6.8%	985
CC1CCC(C(=O)NC(C(=O)N2CCN(c3ccccn3)CC2)C(C)C)CC1 (stereo not given)	i	i	9.6	.	3.8	1.4%	1.1	-5.2	46.4	.	1.06	1050	3.0	1.8	1.1%	1429
Clc1cccc(CSc2nccn2-c2ccccc2)c1	i	i	6.7	.	2.6	-5.1%	1.1	-3.7	51.3	.	.	.	1.8	.	5.1%	.
CC1CN(c2ncnc3c2cnn3-c2ccc(Cl)cc2)CC(C)O1 (stereo not given)	i	i	7.0	.	4.6	3.7%	1.1	4.1	23.2	.	-0.83	1063	3.0	.	8.7%	.
Cc1ccc(Nc2nc(CSc3nnnn3-c3ccccc3)cs2)cc1	i	i	10.9	-28.7	0.7	16.7%	1.1	-5.5	19.4	758	-0.38	1294	1.5	-0.3	27.8%	1221
CCOc1ccc(N(CC(=O)Nc2c(C)cccc2C)S(=O)(=O)c2c(C)[nH]c(=O)[nH]c2=O)cc1	i	.	.	8.9	.	.	.	.	11.2	659	0.7	997	.	-0.6	.	1276
CN(NC(=O)c1ccccc1)c1nc2ccccc2nc1C(F)(F)F	i	i	33.5*	1.6	48.6*	12.3%	1.1	15.1	38.3	565	-0.16	1671	38.0*	6.3	2.4%	965
O=C(COc1cccc(C(F)(F)F)c1)N1CCN(c2ccc(O)cc2)CC1	i	i	0.4	-2.4	2.5	50.6%*	1.1	33.9	41.1	616	-0.1	1026	1.4	-0.3	29.1%	951
Cc1cccc(C)c1OCC(=O)N=Nc1c(O)[nH]c2ccc(Br)cc12	.	i	3.4	4.5	1.3	1.4%	1.2	-2.9	.	781	1.12	891	1.5	-1.3	8.7%	1119
NS(=O)(=O)c1ccc(NC(=O)COC(=O)CCC2CCCCC2)cc1	i	i	1.7	-0.4	2.7	5.1%	1	2.7	42.3	604	-1.18	1441	1.5	0.1	8.5%	1130
Cc1[nH]c2ccc(-c3nnc(SCC(=O)c4ccccc4F)o3)cc2c1C	i	i	7.3	.	2.9	10.4%	1	3.5	15.5	.	0.23	1442	2.3	2.8	7.4%	1500
C/C=C/C=N/Nc1nc(C)cc(=O)[nH]1	i	i	1.6	21.4	2.4	13.2%	1.1	-2.5	51.9	718	-0.01	1657	3.5	-4.3	9.9%	917
CCOC(=O)c1c(-c2ccc(OC)cc2)csc1NC(=O)CSc1nnc(C)c(=O)[nH]1	i	i	7.1	28.5	5.4	5.2%	1.1	7.3	28.0	669	0.23	1226	2.5	-5.8	-8.5%	1128
COc1ccc(OC)c(N2CC(O)(c3ccccc3)[N+]3=C2SCCC3)c1 (stereo not given)	i	i	10.7	-3.2	3.2	8.2%	1.1	-20.6	20.3	707	.	.	2.5	1.1	0.4%	1100
CCc1ccc2[nH]c(=O)c(CN(CCN(C)C)C(=O)Nc3ccccc3OC)cc2c1	i	i	9.1	.	0.5	-0.1%	1.1	3.4	35.3	.	-0.48	956	0.7	-9.0	-15.9%	1022
CC1CCc2c(sc(NC(=O)COC(=O)C3CCCO3)c2C#N)C1 (stereo not given)	i	i	9.7	4.7	5.5	-3.3%	1.1	-0.5	23.8	700	-0.09	1188	0.9	2.1	-3.7%	1134
O=C(O)c1ccc(/C=N/NC(=S)NCc2ccccc2)cc1	i	i	10.4	16.8	4.1	2.3%	1.1	3.7	33.5	685	-0.29	1290	1.8	-4.6	-2.0%	1079
COC(=O)c1[nH]c2ccc(C)cc2c1NC(=O)CN1CCCC(C)(C)C1	i	i	4.8	-0.2	2.2	23.1%	1.1	-6.4	28.6	790	-0.36	1247	1.3	.	22.0%	.
COc1ccc(Cn2c(-c3ccc(C)cc3)c[n+]3ccccc23)cc1	i	i	4.4	-20.6	2.2	11.2%	1	12.0	49.8	595	?	.	2.2	0.8	19.1%	1027
Cc1cc2oc(=O)cc(CN3CCN(C/C=C/c4ccccc4)CC3)c2cc1O	i	i	8.9	.	2.6	11.5%	1.1	0.9	41.7	.	-3.48	829	1.6	0.4	12.2%	882
Cc1ccc(/C=C/C(=O)N2CCN(S(=O)(=O)c3c(C)c(C)cc(C)c3C)CC2)o1	i	i	10.2	-3.2	3.5	-3.3%	1.1	31.6	27.1	618	-0.84	1370	2.7	4.8	15.5%	990
COC(=O)c1sccc1NC(=O)/C=C\c1ccc(Cl)cc1Cl	.	+	5.9	7.7	3.1	-11.6%	1	-0.9*	.	790	2.19	864	1.8	-1.9	-2.5%	1056
OCC1CCCC(n2cnc3c(=S)nc[nH]c32)O1 (stereo not given)	i	.	.	2.7	.	.	.	.	22.6	701	-0.02	1456	.	-1.0	.	1178
O=C(c1ccco1)N1CCN(C(=O)c2cnn3c(C(F)(F)F)cc(-c4cccs4)nc23)CC1	i	i	97.4	-4.0	9.2	-1.1%	1.1	0.7	27.2	783	0.36	1155	28.1	-0.6	10.1%	980
CCC(NC(=O)c1ccccc1NC(=O)c1ccco1)C(=O)NNC(=O)c1ccc(OC)cc1 (stereo not given)	i	i	10.3	3.9	2.0	3.8%	1.1	-0.5	47.2	616	-0.09	1278	2.5	-3.2	6.0%	592
CSc1cccc(NC(=O)c2cnn3ccccc23)c1	i	.	.	-5.4	.	.	.	.	33.5	674	-0.36	1309	.	-2.4	.	1284

Whole records from above. Screens in order: T cell modulator | Autophagy HCS | MT stabilizer cytotoxicity % | Lipid droplet | MT stabilizer | PMI inhibition | TNAP activation fold | Autophagy HCS cell loss 18 h | T cell modulator vesicle-bound % | Lipid droplet cells 6.5 µM | Insulin prom up | Insulin prom up cell count | MT stabilizer Hoechst-high % | b-catenin transl | human PMI inhibition | b-catenin transl cell count 5 µM
Listed for O=C(COc1cccc(C(F)(F)F)c1)N1CCN(c2ccc(O)cc2)CC1 = i | i | 0.4 | -2.4 | 2.5 | 50.6%* | 1.1 | 33.9 | 41.1 | 616 | -0.1 | 1026 | 1.4 | -0.3 | 29.1% | 951
Listed for Cc1ccc(/C=C/C(=O)N2CCN(S(=O)(=O)c3c(C)c(C)cc(C)c3C)CC2)o1 = i | i | 10.2 | -3.2 | 3.5 | -3.3% | 1.1 | 31.6 | 27.1 | 618 | -0.84 | 1370 | 2.7 | 4.8 | 15.5% | 990

High-throughput results deposited in PubChem by several laboratories.

Compounds were not picked by outcome, and some 2.9% of all compounds hit somewhere here.
